# Hck-Nef inh: human Hck-Nef kinase inhibition; P08631; hit rate 0.68% among 220,000; inhibition, % at 20 µM; Recombinant Hck-YEEI plus Nef, Z-Lyte FRET kinase assay; AID 463187;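 active = Hck-Nef kinase inhibition above about 50%, limit read from the data; inactive = inhibition below that limit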;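 note: 0% = DMSO with Hck plus Nef and 100% = Hck alone without Nef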
# Tb hexokinase: blocks Trypanosoma brucei hexokinase 1 activity; recombinant TbHK1, G6PDH-coupled NADH A340; inhibition, % at 10 µM; hit rate 0.11% among 220,000; AID 1430;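 active = inhibition of 50% or more in the single-dose primary screen; inactive = inhibition below 50%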
# Calpain2 inh: calpain II (pig) inhibition; purified calpain II, fluorogenic peptide substrate, 30 min; inhibition, % at 16 µM; hit rate 0.37% among 220,000; AID 1236;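 active = inhibition above about 50%, limit read from the data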
# EP2 modulator: modulators of human EP2 prostaglandin E2 receptor. EP2-expressing cells, cAMP HTRF FRET, PGE2 co-stimulation. induction, % at 25 µM. hit rate 0.83% among 260,000;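 active = compounds whose cAMP rise, as percent of the full-agonist control response, exceeds 60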;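 note: rat C6 glioma line stably carrying human EP2 under a CMV promoter; the protocol text gives 20 µM as final concentration; 100% = response of wells given 1 µM PGE2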
# Target sequence (P43116 whole entry, looked up): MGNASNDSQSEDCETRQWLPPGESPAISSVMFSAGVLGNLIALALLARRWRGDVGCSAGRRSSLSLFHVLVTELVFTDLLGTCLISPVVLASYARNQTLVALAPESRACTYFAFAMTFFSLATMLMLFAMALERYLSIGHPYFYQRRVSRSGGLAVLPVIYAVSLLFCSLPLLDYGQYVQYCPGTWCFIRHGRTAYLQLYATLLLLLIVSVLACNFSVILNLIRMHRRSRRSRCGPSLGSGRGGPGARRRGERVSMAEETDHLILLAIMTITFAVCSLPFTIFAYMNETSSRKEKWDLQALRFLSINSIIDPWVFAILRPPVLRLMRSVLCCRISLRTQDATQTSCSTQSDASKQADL
# PGE2 EP2 inh: inhibitors of human EP2 prostaglandin E2 receptor; P43116; inhibition, % at 25 µM; C6 glioma cells expressing human EP2, cAMP TR-FRET; cells stimulated with saturating PGE2; hit rate 0.52% among 260,000; AID 1422;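 active = percent inhibition above 40 after rounding to a whole number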;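 note: rat C6 glioma host cells with rolipram phosphodiesterase inhibitor present; the protocol text gives 20 µM as final concentration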
# eIF4E 4G PPI: eIF4E/eIF4G interaction inhibition in translation initiation | TR-FRET eIF4E-eIF4GI(517-606) binding, 2 h | inhibition, % at 21.7 µM | hit rate 0.37% among 220,000;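 active = inhibition above about 30%, limit read from the data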;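 note: 0% = full FRET control wells and 100% = background wells lacking eIF4GI fragment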
# Rad51 HR inh: Rad51 (human) homologous recombination inhibition | Q06609 | hRad51 DNA strand exchange, fluorescence dequenching | inhibition, % at 10 µM | hit rate 0.085% among 200,000 | AID 1385;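 active = inhibition above 40% at the single screening dose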;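 note: 0% = DMSO control wells and 100% = blanks with heterologous ssDNA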
# Target sequence (Q06609 whole entry, looked up): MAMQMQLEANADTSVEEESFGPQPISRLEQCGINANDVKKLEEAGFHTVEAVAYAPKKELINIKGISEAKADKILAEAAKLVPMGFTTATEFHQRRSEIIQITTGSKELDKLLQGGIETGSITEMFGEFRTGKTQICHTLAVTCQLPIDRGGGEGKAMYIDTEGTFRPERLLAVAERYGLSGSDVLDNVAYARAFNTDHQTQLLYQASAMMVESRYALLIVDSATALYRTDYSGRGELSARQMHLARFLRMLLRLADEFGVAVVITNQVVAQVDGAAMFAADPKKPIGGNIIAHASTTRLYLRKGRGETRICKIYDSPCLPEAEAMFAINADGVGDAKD
#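 material = hRad51 filaments on single-stranded DNA | reagent = Donor/quencher-labelled 47-bp dsDNA substrate | compound = 10 µM final, single point | schedule = strand-exchange reaction 15 min at room temperature | measured by = fluorescein emission 520 nm, excitation 485 nm | read-out basis = % inhibition versus plate control and blank means | benchmarks = plate controls and plate blanks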
# 14-3-3 Bad inh: disrupts binding of bovine 14-3-3 zeta to phospho-Bad peptide; inhibition, % at 21.7 µM; hit rate 0.71% among 220,000; P63103; AID 781; TR-FRET 14-3-3zeta/Dy647-pBad peptide displacement, 1 h;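 active = inhibition above about 70%, limit read from the data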;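 note: 0% = full 14-3-3 plus peptide FRET controls and 100% = background without 14-3-3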
# Target sequence (P63103 whole entry, looked up): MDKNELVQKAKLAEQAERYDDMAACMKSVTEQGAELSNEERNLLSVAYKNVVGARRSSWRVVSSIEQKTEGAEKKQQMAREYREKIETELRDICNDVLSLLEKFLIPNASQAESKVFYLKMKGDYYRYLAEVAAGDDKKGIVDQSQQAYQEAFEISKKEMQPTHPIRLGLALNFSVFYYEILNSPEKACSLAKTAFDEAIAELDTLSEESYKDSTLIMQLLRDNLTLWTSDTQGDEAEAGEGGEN
# L929 necroptosis: blocks zVAD induced death of L929 cells | L929 zVAD necroptosis rescue, ATP luminescence, 24 h; with zVAD 60 µM | viability rescue, % at 10 µM | hit rate 0.38% among 220,000 | AID 1377;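 active = activation, scaled between plate controls, above about 75%, limit read from the data; inactive = activation under that limit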;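 note: 0% = zVAD with DMSO and 100% = DMSO alone without zVAD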
# Numbers without * were called inactive; i = inactive; . = not tested or not shown; [ ] = dose if it differs, or a comment. A portion of the library (hit frequency here may not be typical).
# The line under a structure holds: Hck-Nef inh	Tb hexokinase	Calpain2 inh	EP2 modulator	PGE2 EP2 inh	eIF4E 4G PPI	Rad51 HR inh	14-3-3 Bad inh	L929 necroptosis
COc1ccc(-c2cn3c(C)c(C(=O)NCCN4CCOCC4)sc3n2)cc1
  0.8	-4.0	-13.2	-23.1	.	-0.7	.	-2.1	0.9
COCCCNC(=O)c1cccc(OC)c1OC
  0.5	-5.7	-3.3	3.6	9.0	3.4	-6.7	9.7	-0.1
CC1=C(C(=O)Nc2ccc([N+](=O)[O-])cc2)C(c2cccc(C(F)(F)F)c2)NC(=S)N1c1ccccc1 (stereo not drawn)
  -2.5	-17.2	-131.5	-4.1	8.5	17.5	0.5	-4.5	0.2
c1cc(-c2noc(CC3CCCCC3)n2)ccn1
  0.9	-2.8	-7.4	2.8	9.3	-7.0[fluorescence artefact?]	3.6	1.0	0.0
O=C(C[n+]1cccc(CNC(=O)c2ccc(OC(F)F)cc2)c1)Nc1ccc(SC(F)F)cc1
  -1.2	18.6	14.8	-33.8	6.0	1.2	24.2	-0.4	0.5
CC(=O)NCCNC(=O)c1ccc(NC2=NC3CS(=O)(=O)CC3S2)cc1 (stereo not drawn)
  14.7	-5.0	-25.3	23.6	10.1	-3.8	11.2	-1.8	0.6
Cn1nc(-c2ccccc2)c(C(=O)Nc2ccc(C(F)(F)F)cc2)c1Cl
  1.5	-6.3	2.7	0.7	4.8	1.7	0.4	-5.0	0.3
Cc1ccc(-n2c(O)c(C=NC3CCS(=O)(=O)C3)c3ccccc3c2=O)cc1 (stereo not drawn)
  2.0	-22.4	-34.7	-22.7	4.4	0.4	-13.8	9.1	-0.2
Cc1cc(C)n(-c2c(F)c(F)c(COC(=O)c3ccccc3)c(F)c2F)n1
  3.8	-2.7	29.8	11.3	12.8	6.7	0.6	5.7	-0.6
CCOc1ccccc1CN(CCc1ccc2c(c1)OCO2)Cc1ccccn1
  1.8	10.5	5.6	48.8	17.2	-3.9	-5.9	72.2*	-0.6
Cc1ccc(/C=N/NC(=O)c2ccncc2)o1
  5.3	-11.7	18.4	3.0	5.8	0.9	4.3	-8.8[fluorescence artefact?]	0.0
Cc1cc(Nc2ccc(Cl)cc2)n(-c2ccccc2)n1
  -0.2	0.3	-8.2	13.0	13.1	9.9	.	2.3	0.4
CC(C)CC(OC(=O)c1ccco1)C(=O)NCC1CCCO1 (stereo not drawn)
  2.2	0.0	13.8	4.8	7.8	6.3	-7.2	-3.9	-0.5
CC(=O)N1[C@H](Cc2ccccc2)C=C[C@]1(C)C(=O)NCc1ccccn1
  -0.2	-4.7	7.8	-4.5	5.8	0.9	2.4	2.9	3.2
CC(Oc1ccccc1)C(=O)NNS(=O)(=O)c1ccc([N+](=O)[O-])cc1 (stereo not drawn)
  -6.1	-9.8	18.8	29.1	1.4	-44.9	5.7	12.9[fluorescence artefact?]	0.8
COc1ccc(-c2c(C)oc3ccc(C)cc23)cc1
  -0.4	3.5	-41.3	36.2	-0.2	6.0	3.0	9.6	0.1
CN1C(=O)c2ccccc2N(C)C1c1ccc2c(c1)OCO2 (stereo not drawn)
  5.4	-5.0	i	22.6	15.1	1.3	12.5	2.7	-0.1
Cc1cccc(OCC(=O)N/N=C/c2ccc(N(C)C)cc2)c1
  20.2	-34.7	-257.2	-59.4	8.1	4.5	-129.8	-7.1	16.0
CCCS(=O)(=O)N1CCC(C(=O)N2CCC(Cc3ccccc3)CC2)CC1
  -0.8	-3.5	14.3	-7.5	11.8	-0.7	4.7	-4.6	0.2
Cc1ccc(/C=C2\Oc3c(ccc(O)c3CN3CCN(CCO)CC3)C2=O)cc1
  0.2	-13.0	i	-4.0	15.4	-0.2	-15.2	-8.2	25.1
N#CC1=C(N)NC(SCc2ccc(F)cc2)=C(C#N)C12CCCCC2
  0.0	-1.8	65.9*	-59.1	21.3	1.6	-5.3	-6.7[fluorescence artefact?]	0.8
COc1ccc(NC(=O)Cn2cc(C#N)c3ccccc32)cc1
  22.7	-1.7	-21.5	-22.9	2.5	0.1	9.4	-14.6	1.9
COc1ccc(C(=O)Nc2ccc(S(=O)(=O)Nc3nccc(C)n3)cc2)cc1OC
  0.9	1.8	-11.1	2.2	4.5	3.3	3.7	7.6	0.9
COc1ccc(CC(=O)O/N=C(\N)c2ccncc2)cc1
  12.4	-2.4	-21.8	-18.7	8.4	-0.4	.	-3.2	0.5
COCCNC(=O)C(c1ccncc1)N(Cc1ccccc1)C(=O)Cn1nnc2ccccc21 (stereo not drawn)
  -30.4	-1.8	1.9	29.5	6.4	-3.3	12.9	-7.2	-0.2
CC(C)NCC(=O)C12CC3CC(CC(C3)C1)C2
  15.5	5.3	2.7	4.1	12.5	0.4	8.8	4.2	0.3
Cc1ccc(NC(=O)Nc2cccc([N+](=O)[O-])c2)cc1F
  -0.1	3.4	11.0	-5.2	6.2	-0.8	4.3	-8.1	12.7
COc1ccccc1NC(=O)C1=C(C)NC2=C(C(=O)CCC2)C1c1ccc(C)o1 (stereo not drawn)
  7.2	45.1	-25.6	19.5	2.1	-6.6[fluorescence artefact?]	-0.3	-14.0	0.0
COc1ccc(OC)c(NC(=O)c2cc(-c3ccc(C)cc3O)n[nH]2)c1
  3.5	-1.0	-119.8	7.6	-1.6	-6.6	0.7	13.0	1.3
Cc1cc([N+](=O)[O-])ccc1NC(=O)Cc1ccc(F)cc1
  2.6	-9.3	20.8	5.6	5.1	-3.3	0.1	16.6	-0.4

# Some of the entries so far, with tabs:
SMILES	Hck-Nef inh	Tb hexokinase	Calpain2 inh	EP2 modulator	PGE2 EP2 inh	eIF4E 4G PPI	Rad51 HR inh	14-3-3 Bad inh	L929 necroptosis
N#CC1=C(N)NC(SCc2ccc(F)cc2)=C(C#N)C12CCCCC2	0.0	-1.8	65.9*	-59.1	21.3	1.6	-5.3	-6.7[fluorescence artefact?]	0.8
COc1ccc(NC(=O)Cn2cc(C#N)c3ccccc32)cc1	22.7	-1.7	-21.5	-22.9	2.5	0.1	9.4	-14.6	1.9
COc1ccc(C(=O)Nc2ccc(S(=O)(=O)Nc3nccc(C)n3)cc2)cc1OC	0.9	1.8	-11.1	2.2	4.5	3.3	3.7	7.6	0.9
COc1ccc(CC(=O)O/N=C(\N)c2ccncc2)cc1	12.4	-2.4	-21.8	-18.7	8.4	-0.4	.	-3.2	0.5
COCCNC(=O)C(c1ccncc1)N(Cc1ccccc1)C(=O)Cn1nnc2ccccc21 (stereo not drawn)	-30.4	-1.8	1.9	29.5	6.4	-3.3	12.9	-7.2	-0.2

# Additional structures
# The line under a structure holds: Hck-Nef inh	Tb hexokinase	Calpain2 inh	EP2 modulator	PGE2 EP2 inh	eIF4E 4G PPI	Rad51 HR inh	14-3-3 Bad inh	L929 necroptosis
O=C(Oc1ccc2c(c1)OCO2)c1cc2c(s1)CCC2
  8.9	7.8	-16.5	27.8	12.8	-0.1	-0.9	-6.2	-0.1
Cc1ccc(C(=O)Nn2cnc3scc(-c4cccs4)c3c2=O)c(O)c1
  3.8	-2.7	18.0	-25.9	19.1	3.5	8.9	-3.4[fluorescence artefact?]	-0.4
Cn1ncc(Br)c1C(=O)NC12CC3CC(CC(C3)C1)C2
  0.8	0.8	14.7	11.0	4.5	-2.7[fluorescence artefact?]	-4.1	-9.8	0.6
COc1ccc(/C=C/C(=O)NC(=S)NCCc2ccc(OC)c(OC)c2)cc1
  -1.2	-13.3	6.6	-14.1	7.2	4.5	-3.4	-16.7	-0.1
OCCN1CCN(c2ncnc3nc[nH]c23)CC1
  -5.8	9.9	-16.4	1.0	10.2	0.3	-4.3	4.9	5.6
CCC(=O)NC(=S)Nc1ccc(S(=O)(=O)NC(C)C)cc1
  1.2	-0.1	-2.7	-7.1	5.9	-3.5	.	7.5	0.0
CN(C(=O)CCN1C(=O)c2ccccc2C1=O)C1CCCCC1
  0.0	-3.0	-9.2	4.6	6.4	2.6	-6.0	0.2	-0.2
COc1ccc(S(=O)(=O)N(Cc2ccccc2)Cc2nc(-c3ccccc3)no2)cc1
  0.9	7.3	8.9	50.1	8.5	0.3	17.1	-11.5	0.6
O=C(CSc1ncnc2sc3c(c12)CCCC3)c1ccco1
  1.3	2.3	-22.8	16.9	9.1	-0.7	5.3	-7.1	0.8
Cc1ccc(S(=O)(=O)N(CC(=O)Nc2cccc(N(C)S(C)(=O)=O)c2)c2ccc(Cl)c(Cl)c2)cc1
  -0.3	-2.9	-6.7	-5.8	10.1	2.7	-6.7	8.8	-0.1
CCOC(=O)CSc1nnc(CCCCCN2C(=O)c3cccc4cccc(c34)C2=O)o1
  4.5	32.8	3.5	-7.4	38.3	-6.3	-0.4	-4.1	1.2
COc1ccc(NC(=O)/C(=C/c2cccnc2)NC(=O)c2cccs2)cc1
  0.2	-7.1	12.6	-22.5	2.9	0.5[fluorescence artefact?]	.	-0.1	-0.9
O=CNc1ccccc1Oc1ccccc1
  4.3	-0.9	-15.3	31.7	6.0	-8.8	-2.2	-9.9	0.6
COCC(C)NC(=O)CCc1nnc(C2(c3ccc(Cl)cc3)CCC2)o1 (stereo not drawn)
  7.7	0.0	-13.1	-20.2	8.1	-0.8	0.7	-11.4	-1.1
CCC(=O)Nc1nnc(-c2ccc(OC)cc2)o1
  4.0	2.1	-7.8	7.8	13.7	6.1	1.1	7.0	1.5
Cc1cccc(OCC(=O)N2CCOCC2)c1
  -18.4	-2.9	-14.7	22.5	8.5	1.5	.	7.1	0.8
CC(C)C1(CCNC(=O)c2cccs2)CCOC(C)(C)C1 (stereo not drawn)
  22.4	-6.4	-14.3	10.8	7.2	-0.7	16.9	-4.1	9.6
CC1(C)CC2CC(C)(CN2C(=O)c2cccs2)C1 (stereo not drawn)
  -7.1	-1.3	-30.7	20.6	9.9	-3.2[fluorescence artefact?]	6.9	7.0[fluorescence artefact?]	-0.4
COc1ccc(Cn2c(O)c(C=Nc3ccccc3C(=O)O)c3ccccc3c2=O)cc1
  23.5	-4.4	4.8	-6.1	21.8	2.4	-9.4	7.8	1.8
CCOC(=O)Cc1csc(NC(=O)Nc2ccc(F)cc2)n1
  8.7	-6.3	7.9	-30.8	3.8	-2.1	1.5	4.2	2.3
CCN(CC)c1ccc(-c2nn3c(-c4ccccc4OC)nnc3s2)cc1
  50.7*	3.0	-27.9	1.6	10.5	-7.8	1.3	-26.7	0.1
CN1CCN(c2nc3ccccc3nc2C(C#N)S(=O)(=O)c2ccccc2)CC1 (stereo not drawn)
  -31.5	-14.2	-9.6	-3.7	7.2	-7.5	3.4	4.8	1.5
O=C(Cn1ccc([N+](=O)[O-])n1)NCc1cccs1
  1.3	-0.6	-21.5	13.2	10.1	-4.0	1.9	-5.5[fluorescence artefact?]	-0.1
CCNC(=S)NNC(=O)C(c1ccccc1)c1ccccc1
  1.5	2.6	-2.0	11.1	-1.5	-2.4	1.5	1.8	-0.2
O=C(CN1C(=O)c2ccccc2S1(=O)=O)NCCSCc1ccco1
  0.6	-8.1	12.7	4.8	6.7	6.0[fluorescence artefact?]	1.2	-15.1[fluorescence artefact?]	0.7
Cc1ccc(NC(=O)Cc2cn3ccsc3n2)nc1
  -3.7	0.2	-6.3	-3.0	15.1	-2.9	0.3	-0.7	9.3
COc1ccc(NS(=O)(=O)c2cc(NC(=O)[C@@H](NC(=O)c3ccccc3)C(C)C)ccc2C)cc1
  4.0	5.1	-24.1	-2.3	3.8	4.6[fluorescence artefact?]	0.7	-14.1[fluorescence artefact?]	2.2

# Compound activity: PubChem, several laboratories
